Bioassay records (PubChem)
mIDH1 inhibitor: human IDH1 R132H inhibition | O75874 | 390,000 tested, 0.093% active | Potency, µM (doses to about 76.6 µM), for the others: top-dose activity change, negative = inhibition, actives largely listed as inhibitors | AID 602179 | IDH1-R132H enzyme, NADPH consumption, diaphorase/resazurin fluorescence; note: potency is the fitted concentration of half-maximal effect; % is set by controls: 0 for no effect and ±100 for the full control effect; nearly all actives have a fitted effect of over 65% in size
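IDH1-R132H (0.5 ug/mL) preincubated 30 min with compound, then NADPH (0.016 mM) and alpha-KG (2 mM) added; 80 min at RT, pH 7.5. Remaining NADPH coupled via diaphorase/resazurin to fluorescence (540/590 nm); concentration-response curves normalized to no-enzyme control.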
TrxR1 inh: blocks rat thioredoxin reductase 1 | 390,000 tested, 1% active | recombinant rTrxR1, NADPH fluorescence consumption, selenite substrate | O89049 | Potency, µM (series often up to 114 µM), inactives show at the highest dose activity change, negative = inhibition, most hits filed as inhibitors; note: potency is the fitted concentration of half-maximal effect; % is set by controls: 0 for no effect and ±100 for the full control effect; nearly all actives have a fitted effect of over 65% in size
Target sequence (O89049 whole entry, looked up): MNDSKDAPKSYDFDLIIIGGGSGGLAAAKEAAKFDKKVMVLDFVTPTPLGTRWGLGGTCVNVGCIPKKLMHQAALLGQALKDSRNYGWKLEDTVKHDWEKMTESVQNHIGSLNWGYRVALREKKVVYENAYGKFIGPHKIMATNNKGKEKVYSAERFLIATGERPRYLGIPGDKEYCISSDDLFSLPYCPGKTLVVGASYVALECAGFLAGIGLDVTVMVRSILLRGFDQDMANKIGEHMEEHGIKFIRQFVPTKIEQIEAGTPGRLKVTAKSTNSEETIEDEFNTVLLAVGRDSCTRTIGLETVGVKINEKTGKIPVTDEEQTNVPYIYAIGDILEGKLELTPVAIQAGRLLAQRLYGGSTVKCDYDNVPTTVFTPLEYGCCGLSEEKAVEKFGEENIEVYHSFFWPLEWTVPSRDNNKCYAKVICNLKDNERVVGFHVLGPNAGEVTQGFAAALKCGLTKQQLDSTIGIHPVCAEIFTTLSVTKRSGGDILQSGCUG
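Rat TrxR1 (90 nM in the dispensed reagent) was pre-reduced with 400 uM NADPH for 5 min at room temperature, then incubated with compound for 15 min. After 400 uM selenite was added, NADPH fluorescence (Ex 340/Em 450 nm) was followed for 8 min.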
TRHR ag: activates the human TRH receptor; AID 493084; TRHR cells, calcium flux fluo-8, FDSS agonist mode; activation, % at 2 µM; 360,000 tested, 0.18% active; in the data active = activation above about 30%; note: 0% is about no effect
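Read-out: compound-evoked intracellular calcium rise in TRHR cells, fluo-8 dye, kinetic FDSS fluorescence at 1 s/cycle following a 10-cycle baseline. Cells cultured overnight before dye loading (30 min–1.5 h, RT).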
USP1-UAF1 inh: blocks the human USP1/UAF1 deubiquitinase complex; recombinant USP1/UAF1, Ub-Rhodamine cleavage fluorescence; Potency, µM (series often up to 57.1 µM), inactives show top-dose activity change, negative = inhibition, actives largely listed as inhibitors; 390,000 tested, 0.23% active; note: potency is the fitted concentration of half-maximal effect; % is set by controls: 0 for no effect and ±100 for the full control effect; nearly all actives have a fitted effect of over 60% in size; inactives centre near -12
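USP1/UAF1 complex (1 nM) preincubated 15 min at room temperature with compound, then Ub-Rho substrate (150 nM final) added. Kinetic fluorescence at 480/540 nm over 6 reads at 60 s intervals; 50 mM HEPES pH 7.8, 0.5 mM EDTA, 0.1 mg/ml BSA, 1 mM TCEP, 0.01% Tween-20.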
TRHR enhancer: TRH receptor (human) allosteric enhancement. enhancement, % at 2 µM. P34981. 360,000 tested, 0.66% active. AID 493056. TRHR cells, fluo-8 calcium fluorescence, EC20 TRH enhancement; in the data active = enhancement above about 30%; note: 0% is about no effect
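Enhancer read-out: after compound pinning and an initial kinetic agonist-mode read, an EC20 of TRH (10 nM final) was injected and fluo-8 calcium signal (Ex 480/Em 530) followed at 1 s/cycle for 100 cycles in TRHR-expressing cells.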
Pin1 inhibitor: inhibitors of human Pin1 | Q13526 | Pin1 FP peptide displacement, HiFluor488, 10 min | Potency, µM (titrated, usually from 115 µM), for the others: at the top dose activity, negative = inhibition, actives largely listed as inhibitors | 390,000 tested, 0.009% active; active = well fitted inhibition curve with a large enough effect in the polarisation, with a control signal flat, not every such curve was filed as active; inconclusive = small, poorly fitted or top-dose-only effect, or effect the other way, or a change in a side signal; inactive = no such curve, though single readings can be large or run the other way; the % refers to the polarisation; note: potency is the fitted concentration of half-maximal effect; % is set by controls: 0 for no effect and ±100 for the full control effect
Target sequence (Q13526 whole entry, looked up): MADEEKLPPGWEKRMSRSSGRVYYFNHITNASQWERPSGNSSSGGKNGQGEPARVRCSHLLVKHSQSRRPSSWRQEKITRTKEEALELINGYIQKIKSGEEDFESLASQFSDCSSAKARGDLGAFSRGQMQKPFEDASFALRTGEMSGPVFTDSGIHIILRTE
D2 antagonist: antagonists of human D2 dopamine receptor; inhibition, % at 10 µM; 340,000 tested, 2% active; AID 485344; P14416; HEK293 TREx D2 cells, calcium flux, dopamine EC80; in the data active = inhibition above about 30%; note: 0% is about no effect
Target sequence (P14416 whole entry, looked up): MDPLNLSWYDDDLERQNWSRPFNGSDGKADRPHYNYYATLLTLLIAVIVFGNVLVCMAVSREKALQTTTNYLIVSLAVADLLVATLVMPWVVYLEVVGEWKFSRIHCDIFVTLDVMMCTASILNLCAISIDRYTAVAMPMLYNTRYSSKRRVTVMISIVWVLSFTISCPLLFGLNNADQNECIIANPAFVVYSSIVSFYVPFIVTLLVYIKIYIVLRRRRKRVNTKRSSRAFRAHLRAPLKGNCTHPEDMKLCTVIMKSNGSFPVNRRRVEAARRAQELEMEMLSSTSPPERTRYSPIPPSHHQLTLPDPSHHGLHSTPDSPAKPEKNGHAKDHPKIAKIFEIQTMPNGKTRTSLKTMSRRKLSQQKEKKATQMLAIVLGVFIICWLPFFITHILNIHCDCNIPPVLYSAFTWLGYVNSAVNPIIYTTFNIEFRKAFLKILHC
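Read-out: kinetic calcium fluorescence (1 cycle/s) in inducible HEK293 T-REx D2 cells after an EC80 dopamine addition that followed 180 s compound preincubation. Loss of the dopamine response indicates antagonism.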
D2 ag: D2 dopamine receptor (human) agonism; activation, % at 2 µM; HEK293 T-REx D2 cells, calcium flux agonist mode; AID 485358; 340,000 tested, 0.53% active; P14416;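 active = activation over 3 SD above normal in the single-dose calcium agonist read, cut at about 30% in these data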; note: 0% is about no effect
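Calcium-flux readout, 1 cycle/sec over 180 s following compound pin transfer, in inducible HEK293 Trex D2 cells (force-coupled); dopamine controls included. Positive calcium responses during this window marked compounds as potential agonists.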
TrxR1 substrate: rat thioredoxin reductase 1 substrate activity | Potency, µM (doses to about 114 µM), inactives show at the highest dose activity change, negative = substrate turnover | 390,000 tested, 0.01% active | O89049 | purified TrxR1 substrate turnover, NADPH consumption readout; note: potency is the fitted concentration of half-maximal effect; % is set by controls: 0 for no effect and ±100 for the full control effect; nearly all actives have a fitted effect of over 50% in size
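Rat TrxR1, dispensed at 90 nM, was prereduced with 400 uM NADPH (final) for 5 min at ~22 deg C, then incubated with compound 15 min before 400 uM selenite. A first-read NADPH fluorescence drop versus no-compound background flagged substrates.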
Active calls of the source: *; ? = inconclusive; · = not tested or not shown; & = joins results of further samples; [ ] = remark or other dose. Unless noted, calls come from the whole dose curve; as a rule, active = well fitted inhibition curve with a large enough effect; inconclusive = small, poorly fitted or top-dose-only effect; inactive = no such curve, though single readings can be large or run the other way. A portion of the library; the hit share may differ from the screen's.

SMILES	mIDH1 inhibitor	TrxR1 inh	TRHR ag	USP1-UAF1 inh	TRHR enhancer	Pin1 inhibitor	D2 antagonist	D2 ag	TrxR1 substrate
Cc1cc(C)c(NC(=O)c2cn3c4c(c(N5CCN(C)CC5)c(F)cc4c2=O)OCC3C)c(C)c1 (stereo not given)	2%	-13%	-0.6	-16%	-2	3%	-4	-1.2	32%[activator]
Cc1ccc(S(=O)(=O)CC(CN2CCOCC2)N2CCOCC2)cc1 (stereo not given)	-8%	6%[57.1 µM]	0.6	-20%	7	-3%	-18	-0.1	8%[57.1 µM]
Cc1nnc(SCC(=O)NCc2ccccc2)n1-c1ccccc1	3%	3%[57.1 µM]	0.0	-14%	7	-11%	7	0.2	4%[57.1 µM]
S=c1[nH]nc(-c2ccccc2)n1/N=C/c1ccc(Cl)cc1	-3%	4%	-0.7	-22%	-5	1%	-7	-1.7	2%
CCCC(=O)Nc1ccc(C(=O)N/N=C2\CC(=O)CC(C)(C)C2)cc1	3%	-9%	1.3	0%	4	-7%	24	0.3	2%
COc1cccc(C(c2nnnn2CC2CCCO2)N2CCN(C(=O)c3ccco3)CC2)c1OC (stereo not given)	4%	22%[57.1 µM]	0.4	-13%	2	-2%	-7	3.2	10%[57.1 µM]
Cc1ccc(C(=O)NCCC(=O)NCc2ccco2)cc1	-10%	29%	-1.2	-20%	-4	-5%	2	-0.3	3%
CCc1ccc(C(=O)COC(=O)CNC(=O)COc2ccccc2)cc1	7%	2%&3%	-1.3	-12%	3	-1%&2%	-6	-0.3	-4%&-5%
CCCOc1ccccc1/C=C(\C#N)C(=O)Nc1cccc(C)n1	13%	12%[57.1 µM]	0.2	-9%	3	-4%	6	-0.3	14%[57.1 µM]
CC1CCCN(c2nc(-c3ccccc3O)nc3ccccc23)C1 (stereo not given)	8%	8%	-0.7	-25%	3	-12%	·	0.4	1%
CCCCn1nc2cc(C(=O)NCc3ccco3)ccc2c1OCC	-10%	12%[57.1 µM]	-1.2	?	6	?	-20	-0.4	39%
CCOc1ccc(/C=C2\SC(=S)N(CCC(=O)N(CCO)c3ccccc3)C2=O)cc1	2%	14%	0.5	-20%	6	4%	0	0.1	3%
COc1cccc(NC(=S)N(CCc2c(C)[nH]c3ccccc23)Cc2cccs2)c1	3%	-3%	1.0	?	3	25%	1	1.6	0%
COc1ccc2cnn(Cc3ccccc3)c(=O)c2c1OC	10%	-10%	-0.7	-18%	14	?	-1	-0.2	6%
CC1CC(C)CN(C(C)C(=O)Nc2cc(S(=O)(=O)N3CCCCC3)ccc2Cl)C1 (stereo not given)	3%	52%[activator]	·	?	·	-6%	·	·	14%

The final 3 records of the section above are carried over, then new ones follow:
SMILES	mIDH1 inhibitor	TrxR1 inh	TRHR ag	USP1-UAF1 inh	TRHR enhancer	Pin1 inhibitor	D2 antagonist	D2 ag	TrxR1 substrate
COc1cccc(NC(=S)N(CCc2c(C)[nH]c3ccccc23)Cc2cccs2)c1	3%	-3%	1.0	?	3	25%	1	1.6	0%
COc1ccc2cnn(Cc3ccccc3)c(=O)c2c1OC	10%	-10%	-0.7	-18%	14	?	-1	-0.2	6%
CC1CC(C)CN(C(C)C(=O)Nc2cc(S(=O)(=O)N3CCCCC3)ccc2Cl)C1 (stereo not given)	3%	52%[activator]	·	?	·	-6%	·	·	14%
CS(=O)(=O)n1nc(-c2ccccc2)nc1NCc1ccco1	-5%	-5%[57.1 µM]	-0.1	-17%	6	0%	11	-0.6	4%[57.1 µM]
Cc1cc(Nc2ccccc2Cl)n2nnnc2n1	-1%	?	0.0	-11%	-3	-3%	3	0.4	-7%
COc1cccc(-c2c(C(=O)N/N=C/C3CC=CCC3)nnn2-c2nonc2N)c1 (stereo not given)	4%	16%	-0.9	-12%	7	4%	-5	-1.0	-5%
COc1ccc(N(CC(=O)N2CCN(Cc3ccc4c(c3)OCO4)CC2)S(C)(=O)=O)cc1OC	1%	4%	0.3	-19%	5	-1%	-1	12	2%
COc1ccc(-c2noc(-c3ccccc3C(=O)NCc3ccco3)n2)cc1	9%	1%[57.1 µM]	-1.8	-20%	-9	4%	4	0.3	-7%[57.1 µM]
O=C(O)C(=O)/C(=C\c1ccc(Cl)cc1)c1ccc2ccccc2n1	-9%	4%[57.1 µM]	2.1	28%	9	36%[activator]	21	4.3	27%[57.1 µM]
Cc1ccc(Cn2c(=O)n(CCCCC(=O)NCc3ccc4c(c3)OCO4)c(=O)c3ccccc32)cc1	17%	4%	-0.6	-7%	-2	10%	·	0.3	-5%
CCOc1ccccc1NC(=O)CN1C(=O)C(=O)N(Cc2ccco2)C1=O	-5%	8%[57.1 µM]	0.2	-3%	-3	0%	-8	1.6	5%
CC(C)C(NC(=O)CN1C(=O)c2cccc3cccc1c23)C(C)C	-2%	22%[2.29 µM]	-0.4	-5%	0	4%	-15	-3.9	7%
O=C(N/N=C/c1cccc2ccccc12)c1cccnc1	4%	4%	-0.1	-11%	-5	-7%	37*	0.2	-3%
COc1cc(OC)c(C(=O)CCC(=O)O)cc1OC	9%	-9%	2.1	-8%	4	-5%	-1	0.5	-12%
CC(C)(C)C(=O)NC(=S)Nc1sc2c(c1C(N)=O)CCC2	3%	-12%[57.1 µM]	0.2	-7%	5	-5%	9	0.4	-16%[57.1 µM]
COc1ccccc1N1CCN(C(=O)c2ccc(NC(C)=O)cc2)CC1	5%	0%[57.1 µM]	0.0	-7%	12	-3%	-1	-0.2	6%
COc1cc(/C=C2/C(=O)NN(c3ccccc3)C2=O)cc(Br)c1O	12%	?	0.7	?	3	12%	-7	-0.1	?
CCCNc1nc(Cl)nc(NC(C)(C)C)n1	1%	10%[57.1 µM]	0.3	1%	5	1%	-15	-0.3	10%[57.1 µM]
CN(C)S(=O)(=O)c1cccc(NC(=O)COC(=O)c2cccn2C)c1	-1%	16%	-0.9	-21%	7	5%	8	-0.3	5%
CS(=O)(=O)c1ccccc1-c1csc(N2CCC(C(N)=O)CC2)n1	·	13%	0.1	·	8	-1%	·	·	3%
COc1ccc2nc(N(Cc3cccnc3)C(=O)COc3ccccc3)sc2c1	-6%	26%[57.1 µM]	0.5	-27%	-5	20%	·	0.3	-1%[57.1 µM]
O=C(Cn1nnc(-c2ccccc2F)n1)NCc1ccco1	-5%	18%[57.1 µM]	-0.2	0%	-5	-2%	5	1.5	4%[57.1 µM]
COc1cc(/C=N/NC(=O)COc2ccc(C)cc2)ccc1OC(=O)c1cccs1	5%	10%	0.3	-5%	-1	?	4	0.7	1%
COc1ccc(-c2c3c(=O)n(C)c(=O)n(C)c3cn2Cc2cccnc2)cc1	4%	?	0.8	-14%	14	-1%	0	0.8	-7%
COCCCOc1ccnc(CS(=O)c2nc3ccccc3[nH]2)c1C (stereo not given)	6%	-13%	0.1	-8%	-8	7%	-9	0.0	-6%
COc1ccccc1OCc1ccc(C(=O)OCC2CCCO2)o1 (stereo not given)	12%	-7%	-1.5	0%	7	1%	2	0.0	-10%
CC(C)(C)OC(=O)N1CCC(c2c(C(=O)N3CCN(c4ccccc4F)CC3)cnn2C(C)(C)C)CC1	-2%	5%	3.0	5%	-14	-6%	·	0.2	-7%
O=C(CN1CCN(Cc2ccccc2)CC1)Nc1cccc(Br)c1	-9%	12%	0.4	-22%	6	0%	·	·	3%
Cc1ccc(S(=O)(=O)N(C)C)cc1NC(=O)C(C)OC(=O)C1CCCC1 (stereo not given)	-1%	10%	-0.6	-15%	-2	6%	-3	-0.6	-2%
CCN(C(=O)COC(=O)COc1ccccc1Cl)c1c(N)n(Cc2ccccc2)c(=O)[nH]c1=O	7%	8%	1.1	-21%	-6	-5%	7	0.3	0%
Cc1ccc(C)c(N2CCN(C(=O)c3cc(S(=O)(=O)N4CCCC4)cn3C)CC2)c1	4%&-6%	28%[57.1 µM]	0.1&-0.5	-10%&-18%	0&-6	-2%&-6%	18	-0.2&0.6	20%[57.1 µM]
Cc1cc(C)c(/C=C/c2onc(C)c2S(=O)(=O)N2CCC(C(=O)N3CCN(c4ccccc4)CC3)CC2)c(C)c1	-18%	17%[57.1 µM]	0.4	-11%	0	2%	·	0.9	-1%[57.1 µM]
COC(=O)c1ccc(C(=O)OC)c(NC(=O)c2c(-c3ccccc3)c(-c3ccccc3)nn(C)c2=O)c1	-10%	28%	7.2	-19%	-12	0%	·	3.4	10%
Cc1ccccc1NC(=O)C1Cc2ccccc2CN1C(=O)c1ccco1 (stereo not given)	10%	?	0.6	-4%	7	0%	·	·	5%
CCOC(=O)N1CCN(C(=O)c2ccc(C#CC3(O)CCCCC3)cc2)CC1	3%	-10%	0.3	-7%	-12	-3%	9	1.7	-2%
CCC(C)c1ccccc1N1CC(C(=O)NCCC2=CCCCC2)CC1=O (stereo not given)	7%	-12%	-0.2	-7%	-2	-14%	-16	0.8	-10%
O=C(CSc1nnc(CNC(=O)c2c(F)cccc2Cl)o1)Nc1ccccc1	-2%	17%	0.4	4%	1	-1%	-13	0.1	6%[57.1 µM]
CCN(C[C@H]1N[C@@](C)(C(=O)OC)[C@H]2C(=O)N(Cc3ccccc3)C(=O)[C@@H]12)S(=O)(=O)c1ccc(C(C)(C)C)cc1	1%[38.3 µM]	18%	·	-24%	·	6%	·	·	-10%
CCOC(=O)C1(C)NC(c2cc(OC)c(OC)c(OC)c2)C2C(=O)N(CC)C(=O)C21 (stereo not given)	4%	22%	0.0	-4%	15	0%	·	·	8%
CCOC(=O)C1(CC2CC2)CCN(Cc2ccc3cccc(F)c3n2)CC1	0%	1%	0.1	-19%	-8	13%	65*	0.0	-5%
O=C(c1ccc(Cl)s1)N1CCc2ccccc21	9%	13%	-1.7	-20%	5	-2%	-10	0.0	1%
Cc1ccc2c(c1)N(CC(=O)N1CCCCCC1)C(=O)CO2	15%	4%	-0.2	-10%	-3	-1%	-3	0.6	-8%
